# Tau ThT inhib = tau fibrillization inhibition (ThT binding); Potency, µM (doses to about 57.4 µM), for the others: at the top dose activity, negative = inhibition, actives largely listed as inhibitors; recombinant tau K18 P301L, heparin-induced fibrillization, ThT fluorescence; AID 1460; 2.1% of 270,000 active; also: % is scaled to controls: 0 for no effect and ±100 for the full control effect; nearly all actives have a fitted effect of over 55% in size
# Target sequence (P10636 561-689 P618L limits assumed): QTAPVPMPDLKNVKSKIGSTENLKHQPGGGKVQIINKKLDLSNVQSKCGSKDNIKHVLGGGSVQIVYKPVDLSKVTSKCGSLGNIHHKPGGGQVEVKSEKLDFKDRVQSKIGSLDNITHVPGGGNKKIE
#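 Aggregation was driven by heparin (20 uM final) acting on recombinant tau […] bearing P301L in 100 mM sodium acetate pH 7; fibrils were detected with Thioflavin T.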
# GAA spleen mod = inhibitors or activators of human alpha-glucosidase in spleen homogenate. P10253. human spleen homogenate, 4-MU-alpha-glucoside fluorescence. Potency, µM (highest dose often 79.9 µM), for inactives: at the highest dose activity change, negative = inhibition, usual class: inhibitors. 0.006% of 240,000 active;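 also: 0% = enzyme with vehicle and -100% = no enzyme basal signal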
#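 Enzyme source: human spleen homogenate, 1 ug/well. Buffer 50 mM citric acid/K phosphate pH 5.0, 0.01% Tween-20. 4-MU-alpha-glucoside 1 mM; 37 C x 40 min; NaOH/glycine stop; fluorescence.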
# GAA inhib = inhibitors of human lysosomal alpha-glucosidase; P10253; purified human GAA, 4-MU-alpha-glucoside fluorescence; Potency, µM (series often up to 76.9 µM), inactives show at the top dose activity change, negative = inhibition, hits mostly inhibitors; 0.005% of 200,000 active;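 also: plate controls were uninhibited enzyme wells for no effect and no-enzyme background for full effect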
#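 Fluorogenic assay: 4 nM human alpha-glucosidase with 400 uM 4-methylumbelliferyl-alpha-D-pyranoside in 50 mM citrate/phosphate, 0.005% Tween-20, pH 5.0, 20 min at room temperature. Compounds tested up to 77 uM; AC50 from Hill fits.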
# Tau fluor counter = counter-screen for tau fibril formation inhibitors. Potency, µM (titrated, usually from 57.7 µM), for the others: top-dose activity change, negative = decrease. tau K18 P301L (four-repeat tau fragment) Alexa594 fluorescence, heparin fibrillization. 0.93% of 280,000 active; also: % is scaled to controls: 0 for no effect and ±100 for the full control effect; nearly all actives have a fitted effect of over 55% in size
#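 Human K18 P301L tau (15 uM unlabeled plus 0.24 uM Alexa 594-labeled, final) in 100 mM sodium acetate pH 7 was mixed with compound and 20 uM heparin and incubated 6 hr at 37 C.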
# GAA glycogen = alters human alpha-glucosidase cleavage of glycogen; P10253; recombinant GAA, glycogen substrate, Amplex Red glucose oxidase fluorescence; Potency, µM (titrated, usually from 76.4 µM), inactives show at the top dose activity change, negative = inhibition, most hits filed as inhibitors; 0.38% of 300,000 active; AID 2100;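 also: 0% = full enzyme reaction and -100% = no-enzyme basal signal; the screen sought inhibitors and activators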
#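 Recombinant human enzyme (4 nM); glycogen substrate; 37 C, 40 min, pH 5.0. Readout: coupled glucose oxidase/Amplex Red fluorescence.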
# HTT cytoprotect = Huntington cell model cytoprotection by ATP luminescence; PC12 HTT-Q103 induced, cytoprotection, ATP luminescence, 40 h; Potency, µM (series often up to 56.4 µM), inactives show cytoprotection (ATP increase), actives largely listed as activators; 0.14% of 230,000 active; AID 1471;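 also: % of control where 0% means no effect; nearly all actives have a fitted effect of over 45% in size; toxic huntingtin expression switched on by the ecdysone agonist tebufenozide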
#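 Rat PC12, Q103 Htt exon1-GFP fusion, ecdysone promoter; tebufenozide inducer 100 nM final; compound titration; qHTS, 1500 cells/well; ATPlite luminescent read.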
# GLA spleen mod = alpha-galactosidase A (human) modulation | 0.008% of 240,000 active | human spleen homogenate, 4MU-alpha-Gal fluorescence, 40 min | Potency, µM (highest dose often 80 µM), inactives show at the top dose activity change, negative = inhibition, usual class: inhibitors;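 also: 0% = enzyme with vehicle and -100% = no enzyme basal signal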
# Target sequence (P06280 32-429 limits assumed): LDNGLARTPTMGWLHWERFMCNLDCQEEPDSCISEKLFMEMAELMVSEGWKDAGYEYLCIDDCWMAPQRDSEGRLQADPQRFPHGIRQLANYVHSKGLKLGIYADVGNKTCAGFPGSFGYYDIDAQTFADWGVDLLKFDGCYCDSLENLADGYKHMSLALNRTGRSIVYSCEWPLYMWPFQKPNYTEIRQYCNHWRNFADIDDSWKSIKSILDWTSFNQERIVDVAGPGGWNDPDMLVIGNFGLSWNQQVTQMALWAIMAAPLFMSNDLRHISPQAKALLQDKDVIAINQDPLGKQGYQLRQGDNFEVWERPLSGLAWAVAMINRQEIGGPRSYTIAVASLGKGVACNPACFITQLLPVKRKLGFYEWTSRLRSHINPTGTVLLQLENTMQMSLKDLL
#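 Human spleen homogenate (1 ug) as enzyme source, 4-methylumbelliferyl-alpha-D-galactopyranoside 1 mM final, citrate/phosphate pH 5.0 with 0.01% Tween-20. Compounds 40 min at 37C, NaOH/glycine stop; fluorescence Ex 365/Em 440, Hill-fit AC50.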
# Tau fibril FP = blocks human tau fibril formation measured by polarization. AID 1468. 0.39% of 280,000 active. K18 P301L tau heparin fibrillization, Alexa594 FP, 6 h. P10636. Potency, µM (highest dose often 57.7 µM), without a hit: at the top dose activity, negative = inhibition, most hits filed as inhibitors; also: % is scaled to controls: 0 for no effect and ±100 for the full control effect; nearly all actives have a fitted effect of over 55% in size
#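 Quantitative HTS format: compounds meet 15 uM recombinant K18 P301L tau and Alexa 594-tau tracer in 100 mM sodium acetate pH 7; 20 uM heparin triggers fibrillization at 37 C over 6 hr; FP gives the signal.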
# * hit, by the source's call; ? = inconclusive; / = not tested or not shown; [ ] = dose if it differs, or a comment. Calls follow the shape of the dose curve; as a rule, active = well fitted curve in the direction sought with a large enough effect; inconclusive = small, poorly fitted or top-dose-only effect, or another doubt; inactive = no such curve, though single readings can be large; an effect the other way counts as inactive or inconclusive. Potency is read from the fitted curve at half-maximal effect.
mol	Tau ThT inhib	Tau fibril FP	GAA glycogen	GAA spleen mod	GAA inhib	Tau fluor counter	HTT cytoprotect	GLA spleen mod
CCOC(=O)c1[nH]c2ccccc2c1NC(=O)c1ccccc1OCC	?	7%	-13%[76.3 µM]	/	/	14µM*[quencher]	/	/
COCC(=O)NC1CC2CCC(C1)N2C(=S)Nc1ccccc1C(=O)OC (stereo not drawn)	6%	6%	-13%	-14%	-3%	8%	-6%[10 µM]	13%
COc1ccc(CCNC2CC(=O)N(C)C2=O)cc1OC (stereo not drawn)	6%	-6%	4%	-3%	0%	-5%	8%	-1%
CCOC(=O)CC1=CC(=O)Nc2ccccc2N1	7%	0%	-5%	1%	1%	2%	12%	7%
CCOC(=O)c1ccc(NC(=O)C23CCC(C)(C(=O)O2)C3(C)C)cc1 (stereo not drawn)	-10%	2%	-11%	-1%	-6%	-13%	-12%[10 µM]	-6%
Cc1ccc(S(=O)(=O)Nc2ccc(C(=O)Nc3cc(C)on3)cc2)cc1	-2%	-16%	-6%	-3%	0%	-16%	22%[10 µM]	-3%
O=C(Cn1nnc2ccccc2c1=O)Nc1ccc(S(=O)(=O)N2CCOCC2)cc1	-8%	-5%	4%	0%	-2%	-9%	8%	4%
Cc1ccc(-c2cc(-c3cccs3)[nH]n2)c(O)c1	-10%	?	-2%	-3%	-5%	?	-15%	1%
CCN(CC)C(=O)c1ccc(Nc2nnc(C)c3ccccc23)cc1	-18%	-6%	1%	-11%	5%	-10%	-3%[10 µM]	-8%
COc1ccc2c(c1)[nH]c1c(Cl)ncnc12	4%	4%	0%	-6%	-3%	4%	15%[10 µM]	-9%
Cc1cccc(OCCC(=O)Nc2nnc(C)s2)c1	-6%	6%	-4%	-8%	7%	7%	-32%[inhibitor]	2%
COc1ccccc1N1CCN(C(=O)Cn2ncc3c2-c2cc(C)ccc2OC3)CC1	-3%	5%	-10%[76.3 µM]	/	/	-2%	/	/
Cc1cc(C2=NNC(=NC3CC3)SC2)c(C)n1-c1ccccc1F	8%	-3%	1%	-7%	5%	1%	/	-1%
Cc1c2cnn(CC(=O)N3CCN(c4ccc(F)cc4)CC3)c(=O)c2c(C)n1Cc1ccccc1F	?	-1%	-5%[76.3 µM]	/	/	-12%	/	/
Cc1ccc(OC(=O)CCc2c(C)nc3ncnn3c2C)cc1	1%	-1%	8%	-2%	-2%	8%	11%[10 µM]	-1%
Cc1cc(OC(=O)c2ccccc2)c([N+](=O)[O-])c(=O)[nH]1	-9%	-2%	5%	-2%	-5%	-6%	22%	5%
N#Cc1c(SCC(N)=O)nsc1SCc1ccc(Cl)cc1	-3%	-18%	0%	-5%	-1%	-17%	-17%	-2%
COc1ccc(CCNC(=O)CSCc2c(F)cccc2Cl)cc1OC	-11%	6%	-3%	1%	7%	-10%	-32%	1%
CC1CCc2sc(C(=O)OCC(=O)NC(C)C)cc2C1 (stereo not drawn)	-3%	1%	9%	-2%	1%	2%	-44%	-5%
Cc1ccc(NC(=S)N(CCCN2CCOCC2)Cc2cccnc2)cc1C	-1%	-5%	1%	-3%	7%	3%	-35%[inhibitor]	-5%
COc1ccc(N2CCN(C(=O)c3cccnc3SCc3cccc(Br)c3)CC2)cc1	?	2%	-29%	-1%	-2%	-29%	-17%	-9%
O=C(CC1(O)C(=O)Nc2ccccc21)c1ccc2c(c1)OCO2 (stereo not drawn)	2%	9%	-1%	1%	-5%	1%	2%	-1%
COc1ccc(C(=O)O/N=C(\C)c2ccccc2)cc1	?	3%	2%	-11%	5%	-11%	-6%	-6%
O=C1c2ccccc2C(=O)N1CCCCSc1nnc2ccccn12	-8%	-6%	-11%	0%	3%	-1%	-14%[10 µM]	6%

# Twelve compounds out of the list, ordered by SMILES length, largest number first.
mol	Tau ThT inhib	Tau fibril FP	GAA glycogen	GAA spleen mod	GAA inhib	Tau fluor counter	HTT cytoprotect	GLA spleen mod
Cc1c2cnn(CC(=O)N3CCN(c4ccc(F)cc4)CC3)c(=O)c2c(C)n1Cc1ccccc1F	?	-1%	-5%[76.3 µM]	/	/	-12%	/	/
O=C(Cn1nnc2ccccc2c1=O)Nc1ccc(S(=O)(=O)N2CCOCC2)cc1	-8%	-5%	4%	0%	-2%	-9%	8%	4%
COc1ccccc1N1CCN(C(=O)Cn2ncc3c2-c2cc(C)ccc2OC3)CC1	-3%	5%	-10%[76.3 µM]	/	/	-2%	/	/
Cc1cc(OC(=O)c2ccccc2)c([N+](=O)[O-])c(=O)[nH]1	-9%	-2%	5%	-2%	-5%	-6%	22%	5%
Cc1cc(C2=NNC(=NC3CC3)SC2)c(C)n1-c1ccccc1F	8%	-3%	1%	-7%	5%	1%	/	-1%
CCN(CC)C(=O)c1ccc(Nc2nnc(C)c3ccccc23)cc1	-18%	-6%	1%	-11%	5%	-10%	-3%[10 µM]	-8%
COc1ccc(CCNC(=O)CSCc2c(F)cccc2Cl)cc1OC	-11%	6%	-3%	1%	7%	-10%	-32%	1%
O=C1c2ccccc2C(=O)N1CCCCSc1nnc2ccccn12	-8%	-6%	-11%	0%	3%	-1%	-14%[10 µM]	6%
Cc1ccc(OC(=O)CCc2c(C)nc3ncnn3c2C)cc1	1%	-1%	8%	-2%	-2%	8%	11%[10 µM]	-1%
Cc1ccc(-c2cc(-c3cccs3)[nH]n2)c(O)c1	-10%	?	-2%	-3%	-5%	?	-15%	1%
N#Cc1c(SCC(N)=O)nsc1SCc1ccc(Cl)cc1	-3%	-18%	0%	-5%	-1%	-17%	-17%	-2%
COc1ccc2c(c1)[nH]c1c(Cl)ncnc12	4%	4%	0%	-6%	-3%	4%	15%[10 µM]	-9%

# Compound profiles (already shown). Values in the order: Tau ThT inhib, Tau fibril FP, GAA glycogen, GAA spleen mod, GAA inhib, Tau fluor counter, HTT cytoprotect, GLA spleen mod
# CC1CCc2sc(C(=O)OCC(=O)NC(C)C)cc2C1 (stereo not drawn) is entered as -3%, 1%, 9%, -2%, 1%, 2%, -44%, -5%
# COc1ccc(N2CCN(C(=O)c3cccnc3SCc3cccc(Br)c3)CC2)cc1 is entered as ?, 2%, -29%, -1%, -2%, -29%, -17%, -9%

# Carrying on:
mol	Tau ThT inhib	Tau fibril FP	GAA glycogen	GAA spleen mod	GAA inhib	Tau fluor counter	HTT cytoprotect	GLA spleen mod
Cc1ccc(CN2C(=O)c3ccccc3NC2c2ccccn2)cc1 (stereo not drawn)	-3%	-6%	-1%	8%	9%	-4%	-26%	12%
CCNC(=S)N=Nc1c(O)[nH]c2ccc(C(C)C)cc12	?	2%	-3%	-8%	-6%	-21%	-7%[10 µM]	17%
CC(C)(C)c1ccc(/C=N/Nc2cccc(C(=O)O)c2)cc1	?	9%	?	1%	?	-5%	-85%[inhibitor]	1%
CCCC(C)NC(=O)/C=C/c1cccc([N+](=O)[O-])c1 (stereo not drawn)	-10%	3%	-4%	-4%	5%	-5%	8%[10 µM]	1%
COc1cccc2cc(-c3ccccc3)c(=O)oc12	?	-16%	5%	3%	-2%[15.4 µM]	-18%	-10%	-12%
COc1ccccc1C(=O)Nc1nc2n(n1)C(c1ccc(F)cc1)C=C(c1ccc(Cl)cc1)N2 (stereo not drawn)	-15%	?	11%[76.3 µM]	/	/	-18%	/	/
CCCc1ccc(C(=O)CCC(=O)O)cc1	-5%	1%	-4%	-13%	?	0%	-3%	-10%
COCCNC(=O)c1ccc2c(=O)n(Cc3ccco3)c(SCC(=O)NC3CCCCC3)nc2c1	-5%	-3%	2%	5%	-4%	-9%	-12%	-1%
O=c1oc2cccnc2n1CCS(=O)(=O)c1ccc(F)cc1	/	2%	-1%	2%	/	7%	29%[10 µM]	7%
COc1cc(NC(=O)c2cc3ccccc3o2)c(OC)cc1Br	-13%	1%	30%	-11%	8%	-13%	-26%	9%
O=C(CCCNS(=O)(=O)c1cccs1)N1CCc2ccccc2C1	-6%	-8%	-9%	-18%	-11%	-7%	10%	-5%
COCC(=O)N(C)c1nnc(-c2cnccn2)s1	-3%	3%	-2%	-12%	-1%	2%	26%	0%
O=C(CC1C(=O)NCCN1Cc1ccoc1)NCCCn1ncc2ccccc21 (stereo not drawn)	?	11%	-8%	-1%	?	-34%	-4%[10 µM]	-4%
CCSc1nnc(NC(=O)C(CC)(C(F)(F)F)C(F)(F)F)s1	-13%	0%	-10%	-13%	-8%	-5%	-28%	-9%
CCN(CC)S(=O)(=O)c1ccc2c(c1)c(=O)c(C(=O)NCCOC)cn2C	-3%	2%	3%	5%	?	9%	8%[10 µM]	4%
CO[C@H]1COC(=O)[C@@H](Cc2ccccc2)NC(=O)[C@@H](C)COC(=O)C/C=C\[C@@H]1C	-2%[11.5 µM]	1%[11.6 µM]	/	3%[17.4 µM]	/	-1%[11.6 µM]	?	-5%[17.5 µM]
Cc1cccc(C(=O)Nc2cc(=O)n(C)c(=O)n2C)c1	-4%	13%	-7%	0%	4%	-5%	-5%	-3%
CN1CCc2c(sc3c2c(=O)n(-c2ccccc2)c2n[nH]c(=S)n32)C1	-13%	-5%	8%	-8%	6%	-1%	20%[10 µM]	1%
O=C(OCc1nc2ccccc2[n+]([O-])c1C(=O)c1ccccc1)c1cccnc1	-10%	-4%	4%	-13%	/	-14%	-7%[10 µM]	-6%
NS(=O)(=O)c1ccc(NCc2c(F)cccc2Cl)cc1	-3%	0%	9%	0%	-5%	0%	-22%	-1%
CC1(C)C(=O)N(CCN2CCC(C(=O)c3ccc(F)cc3)CC2)c2ccccc21	-11%	6%	/	-1%	/	-13%	6%[1.9 µM]	-4%
